ADAM10 inh – human ADAM10 inhibitors, primary screen, biochemical, QFRET, HTS. Disintegrin and metalloproteinase domain-containing protein 10 (Homo sapiens), O14672. recombinant ADAM10, EDANS/DABCYL FRET peptide cleavage, 3 h. inhibition, % at 7 µM. hit rate 0.62% among 370,000;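 active = inhibition above a per-campaign cutoff equal to the mean of compounds falling between control-based bounds plus 3 SD, cut at about 20% in these data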;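 note: 0% = DMSO wells while the 100% control is not disclosed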
ADAM17 inh – ADAM17 inhibitors, primary screen, biochemical, QFRET; inhibition, % at 6.95 µM; hit rate 0.83% among 370,000; recombinant ADAM17, EDANS/DABCYL FRET peptide cleavage; Disintegrin and metalloproteinase domain-containing protein 17 (Homo sapiens), P78536;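 active = inhibition above the mean of compounds lying between control limits plus 3 SD, set per campaign, cut at about 8.5% in these data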;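 note: 0% = DMSO-only wells as the low control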
TDP2 absorb – human TDP2 enzyme inhibitors, primary screen, biochemical, epi absorbance, recombinant enzyme. hit rate 0.34% among 370,000. T5PNP hydrolysis, p-nitrophenol absorbance 415 nm. Tyrosyl-DNA phosphodiesterase 2 (Homo sapiens), O95551. inhibition, % at 12.8 µM;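 active = inhibition above the mean of all tested compounds plus 3 SD, set per campaign, cut at about 25% in these data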;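 note: 0% = DMSO with enzyme and 100% = buffer with substrate but no TDP2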
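System: recombinant human TDP2 / Amount: 120 nM TDP2 per well / Also added: 5 mM T5PNP chromogenic substrate / Doses: 12.8 µM single point, 1% DMSO / Incubation: 2 h at 37 °C / Detection: p-Nitrophenol epi absorbance / Evaluation: % inhibition relative to enzyme-containing and enzyme-free wells / Repeats: singlicate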
ASAP1 GAP inh – inhibitors of human ASAP1 ArfGAP activity, primary screen, biochemical, fluorescence polarization | Arf-GAP with SH3 domain, ANK repeat and PH domain-containing protein 1 (Homo sapiens), … | ASAP1-stimulated ARF1 GTP hydrolysis, GDP FP detection | inhibition, % at 16.5 µM | hit rate 0.19% among 360,000; in the data active = inhibition above about 25%;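 note: 0% = vehicle with enzyme and substrate and 100% = no enzyme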
PLC-gamma1 inh – PLC-gamma1 enzyme inhibitors, primary screen, biochemical, fluorescence, purified enzyme. fluorogenic substrate. inhibition, % at 12.2 µM. hit rate 0.84% among 370,000. AID 720700, 2013; in the data active = inhibition above about 9.5%
Target sequence (P19174 whole entry, looked up): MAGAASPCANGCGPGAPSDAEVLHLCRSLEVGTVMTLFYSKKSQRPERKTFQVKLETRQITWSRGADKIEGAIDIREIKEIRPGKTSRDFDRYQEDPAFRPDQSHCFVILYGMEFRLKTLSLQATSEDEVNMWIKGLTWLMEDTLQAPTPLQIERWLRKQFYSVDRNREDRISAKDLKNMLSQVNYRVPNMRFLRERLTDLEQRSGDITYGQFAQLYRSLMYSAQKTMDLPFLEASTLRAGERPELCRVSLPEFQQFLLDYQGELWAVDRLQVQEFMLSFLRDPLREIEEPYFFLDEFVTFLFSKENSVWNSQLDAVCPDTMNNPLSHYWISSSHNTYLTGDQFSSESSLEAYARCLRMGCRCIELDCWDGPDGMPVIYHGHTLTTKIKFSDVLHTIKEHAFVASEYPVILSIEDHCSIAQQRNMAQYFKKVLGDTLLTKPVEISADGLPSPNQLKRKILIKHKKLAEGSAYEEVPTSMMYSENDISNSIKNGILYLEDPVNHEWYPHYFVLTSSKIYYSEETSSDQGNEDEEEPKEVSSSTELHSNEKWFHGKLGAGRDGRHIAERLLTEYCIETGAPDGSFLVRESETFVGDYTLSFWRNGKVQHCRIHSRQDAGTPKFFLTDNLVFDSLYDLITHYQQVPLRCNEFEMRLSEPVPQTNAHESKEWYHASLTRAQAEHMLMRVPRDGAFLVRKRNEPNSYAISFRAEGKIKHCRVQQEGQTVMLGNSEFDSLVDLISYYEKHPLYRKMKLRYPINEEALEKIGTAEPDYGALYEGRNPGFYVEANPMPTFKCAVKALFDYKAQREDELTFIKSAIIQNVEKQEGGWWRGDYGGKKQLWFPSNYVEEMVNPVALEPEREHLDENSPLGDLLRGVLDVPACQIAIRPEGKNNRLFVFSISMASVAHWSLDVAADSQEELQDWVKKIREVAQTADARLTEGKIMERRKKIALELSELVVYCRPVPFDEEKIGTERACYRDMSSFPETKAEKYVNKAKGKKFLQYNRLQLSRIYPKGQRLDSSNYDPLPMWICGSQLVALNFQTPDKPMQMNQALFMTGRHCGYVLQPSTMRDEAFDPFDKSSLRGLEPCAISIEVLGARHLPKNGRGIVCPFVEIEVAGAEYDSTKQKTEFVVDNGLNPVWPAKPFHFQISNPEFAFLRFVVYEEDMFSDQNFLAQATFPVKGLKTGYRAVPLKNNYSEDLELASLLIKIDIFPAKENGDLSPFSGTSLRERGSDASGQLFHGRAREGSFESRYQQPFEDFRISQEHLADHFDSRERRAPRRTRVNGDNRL
SIAE inh – human SIAE inhibitors, primary screen, biochemical, fluorescence polarization, FP-Rh probe, 1536-well HTS | hit rate 0.69% among 370,000 | SIAE FP-Rh probe binding | inhibition, % at 9.66 µM | Sialate O-acetylesterase (Homo sapiens), Q9HAT2 | AID 1053197, 2014;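 active = inhibition above a cutoff: mean of compounds within the control limits plus 3 SD of those, cut at about 17% in these data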;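 note: 0% = plate median of compound wells and 100% = probe without SIAE protein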
Tn6 DDE FP – inhibitors of Tn6 peptide binding to fibrin DD(E), primary screen, biochemical, fluorescence polarization, human fibrin, Tn6 probe | hit rate 0.21% among 370,000 | AID 720509, 2013 | Fibrin DD(E) TRITC-Tn6 fluorescence polarization displacement | inhibition, % at 8.3 µM;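 active = inhibition above a per-campaign cutoff: mean of compounds within control limits plus 3 SD, cut at about 15% in these data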;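 note: 0% = median of all compound wells on the plate and 100% = blocking peptide control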
PLC-beta3 inh – human PLC-beta3 inhibitors, primary screen, biochemical, fluorescence; 1-phosphatidylinositol 4,5-bisphosphate phosphodiesterase beta-3 (Homo sapiens), Q01970; Purified PLC-beta3, fluorogenic substrate; inhibition, % at 12.2 µM; hit rate 0.18% among 370,000; in the data active = inhibition above about 11%;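 note: 0% = median of compound wells on plate and 100% = full blocker control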
Tn7 DDE FP – inhibitors of Tn7 peptide binding to fibrin DD(E), primary screen, biochemical, fluorescence polarization, human fibrin, Tn7 probe. AID 720508, 2013. Fibrinogen beta chain (Homo sapiens), P02675. inhibition, % at 8.3 µM. FP displacement of FITC-Tn7 peptide from fibrin DD(E); 0% = median of compound wells per plate. hit rate 0.13% among 370,000;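 active = inhibition above the mean of compounds falling within the control limits plus 3 SD of them, cut at about 14% in these data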;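 note: 0% = plate median of compound wells and 100% = 10 µM Aha-Tn7 peptide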
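Assay system: Human clot-derived fibrin DD(E) complex | Buffer or medium: Tris/NaCl/CaCl2 buffer, pH 7.8 | Repeats: One replicate per compound | Benchmarks: Aha-Tn7 high control | Measure: % inhibition scaled between sample-field median and high-control FP | Schedule: 10 min plus 3 h, room temperature | Signal: Fluorescence polarization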
ARFGAP1 inh – inhibitors of rat ARFGAP1 GAP activity, primary screen, biochemical, fluorescence polarization, GDP tracer; Arfgap1-stimulated ARF1 GTP hydrolysis, GDP FP detection; hit rate 0.26% among 360,000; inhibition, % at 16.5 µM; AID 651572, 2012;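 active = inhibition above a per-plate limit, mean inhibition of low control wells plus 3 SD, cut at about 25% in these data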;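 note: 0% = DMSO wells with enzyme and 100% = wells lacking Arfgap1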
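System: truncated rat Arfgap1 GAP domain / Medium: HEPES-based buffer, pH 7.5 / Also added: N-terminally truncated human ARF1-GTP substrate / Incubation: enzyme reaction 120 min at 25 °C after 20 min preincubation / Measured by: FP of antibody-bound GDP Alexa 633 tracer, ex 620/em 688 nm / Replicates: singlicate, each compound tested once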
The depositor's hits bear a star; i = inactive; . = no result given.

Order of results – ADAM10 inh, PLC-beta3 inh, TDP2 absorb, Tn7 DDE FP, ARFGAP1 inh, SIAE inh, Tn6 DDE FP, ADAM17 inh, ASAP1 GAP inh, PLC-gamma1 inh
> COc1ccc(NC(=O)c2cccnc2NCCc2ccccc2)cc1
  13, -7, -8, -8, 1, 5, -12, 7, 10, -9
> CCC(Sc1nc2ccncc2[nH]1)C(=O)Nc1ccc(C)c(Cl)c1 (stereo not drawn)
  -5, -2, 1, -2, -2, -6, -4, -1, 4, 2
> COc1cc(C(=O)NC(=S)N(C)Cc2ccccc2)cc(OC)c1OC
  -3, -2, 5, 5, -11, 9, 14, -2, 5, 0
> COC(=O)c1ccc(CNC(=O)CNC(=O)c2sc3ccccc3c2Cl)cc1
  -2, -3, -3, -4, -12, -33, 1, -2, 16, 0
> O=C(COC(=O)c1ccc(Cl)c(S(=O)(=O)N2CCCCC2)c1)NCC1CCCO1 (stereo not drawn)
  -8, -2, 9, -1, 6, -4, -1, -1, 20, 1
> CCn1nc(C)c(NS(=O)(=O)c2ccccc2)c1C
  3, 5, 6, 2, -4, 3, -5, -3, -13, -1
> Cc1c(O)c(CN2CCCC2)cc2c3c(c(=O)oc12)CCC3
  i, i, 1, -1, -3, -3, 3, i, 4, i
> Cc1cc(NC(=O)c2ccco2)c(=O)n(Cc2cccc(C(F)(F)F)c2)c1
  3, -14, 7, -2, 2, -3, 0, -3, 6, -4
> COc1cccc(S(=O)(=O)N(C)C[C@@H]2OCc3cnnn3CCCC(=O)N([C@H](C)CO)C[C@@H]2C)c1
  -7, 4, 5, 6, 5, -2, 6, -1, -4, 0
> CNC(=S)N(CCc1ccc(OC)c(OC)c1)Cc1cc2c(C)cc(C)cc2[nH]c1=O
  0, 6, 2, 7, 3, -1, 4, 3, 8, 2
> Cc1ccc(SCCC(=O)NCCSCc2ccco2)cc1
  -7, -6, -2, 4, 1, -6, -4, 1, -6, -5
> Cc1c(C)n2c(SCC(=O)N3CCN(c4ccccc4)CC3)nnc2[nH]c1=O
  -18, 3, -11, -4, 5, -2, -2, 1, -9, -2
> Cc1ccc(C(=O)Nc2nnc(-c3ccncc3)o2)cc1
  -8, -10, 15, 4, -5, 8, 4, -6, 2, -4
> CC(C)CN(C(=O)c1cccs1)C1CCS(=O)(=O)C1 (stereo not drawn)
  4, 3, -14, -8, 4, -8, -1, -4, 0, 1
> O=C(NCc1ccco1)c1ccccc1Nc1ccc(F)cc1
  7, -5, -14, 2, 4, 5, -5, 2, -6, -1
> O=C1c2ccccc2C(=O)N1CCCc1cn(C[C@H]2CC[C@@H]([C@@H]3CC[C@H](Cn4cc(CCCN5C(=O)c6ccccc6C5=O)nn4)O3)O2)nn1
  7, 1, 9, -4, 3, 1, 6, -1, -15, 2
> O=C(CN1CCN(c2ccc(O)cc2)CC1)Nc1ccc(SC(F)F)cc1
  -2, 0, 1, -6, -2, 14, 1, 0, 6, -2
> COc1ccc2c(c1)C(=O)C(=O)N2CC1COc2ccccc2O1 (stereo not drawn)
  1, 1, -13, 1, -2, 2, 5, 3, -1, -2
> c1ccc2c(c1)OCCc1c-2[nH]c2ccccc12
  -128, -64, 0, 3, 2, 11, 2, -68, -2, -43
> COc1ccc(C(CC(=O)N2CCCCC2)c2c(OC)cc(OC)c3ccc(=O)oc23)cc1 (stereo not drawn)
  -57, -465, 4, -3, 9, 6, 8, -20, 13, -301
> CCCCN(C)C(=O)c1ccc2c(c1)N(CC)C(=O)c1ccccc1S2=O (stereo not drawn)
  1, -5, 0, 6, -2, -4, -7, -4, -1, 2
> CC(C)(C)c1ccc(OCCC(=O)Nc2ccc(N3CCOCC3)cc2N2CCOCC2)cc1
  -13, -11, -2, 4, -4, -2, -1, -1, -10, 1
> CSc1cccc(NC(=O)CSc2nnc(C)s2)c1
  -9, 2, -7, -1, 11, -7, -4, -3, 3, -2
> N#CCN(C(=O)CSc1nnc(C2CC2)n1C1CC1)c1ccccc1
  2, 4, 2, 2, -1, 7, -2, 0, 7, 1
> CNC(=S)NC1CC2CCC(C1)N2Cc1ccccc1 (stereo not drawn)
  6, -1, -2, 0, 4, 0, -2, -2, -6, 1
> Cc1cc2ncn(CC(O)COC3CCCCC3)c2cc1C (stereo not drawn)
  0, 5, -7, -7, 1, 5, -2, 3, -11, 1
> COc1ccc([C@H]2CC(=O)C=C(c3cccc(CO)c3)C2)cc1
  -2, -3, 16, -2, -2, 9, -10, -3, 6, -1
> CCOc1ccccc1NC(=O)CN(c1ccc(OC)cc1)S(=O)(=O)c1c(C)[nH]c(=O)[nH]c1=O
  9, -2, -3, -1, 2, -4, 0, -3, -5, 0
> Cc1ccc(N(CC(O)Cn2c3ccccc3c3ccccc32)S(C)(=O)=O)cc1 (stereo not drawn)
  19, 1, 0, 4, 2, -7, -12, 5, 9, 0
> O=C(O)c1ccc(NCCC2=CCCCC2)c([N+](=O)[O-])c1
  -17, -4, 3, -2, -7, 1, -6, -4, 7, -3
> CC(/C=N/NC(=O)c1n[nH]c2c1CCC2)=C\c1ccccc1
  0, -1, 7, 4, 7, 1, 3, 1, -4, 3
> COc1ccc(NC(=O)/C(=C\c2ccc(F)cc2)NC(=O)c2ccco2)cc1
  4, 1, -9, -7, 15, -1, -3, 2, 3, 5
> CC(=O)N1Cc2cc(C(=O)NCc3cccc(F)c3)nc(-c3cccc(C4=CCCC4)c3)c2[C@H]1CCO
  10, 0, 12, 1, -15, -3, 3, 4, 15, 3
> CCCCn1nc2cc(C(=O)NCC34CC5CC(CC(C5)C3)C4)ccc2c1OCC
  -301, -222, 3, 8, -8, -2, 1, -92, -1, -183
> CCN(CC)C(=O)CC[C@H]1CC[C@]2(CCCN(Cc3nccs3)C2)O1
  -13, -3, -3, 2, ., 7, -2, -5, ., 5
> O=C1C=C(c2ccc(-c3ccccc3)c(F)c2)C[C@@H](c2ccc(F)cc2)C1
  -3, -5, 5, 6, -2, -3, 2, -3, 10, -1
> COc1ccc(S(=O)(=O)N2CCCN(CCC(=O)Nc3cccc(C(F)(F)F)c3)CC2)cc1
  7, 3, 7, 2, 10, -3, 5, 2, 9, 2
> COc1ccccc1NS(=O)(=O)c1ccc(NC(=O)c2ccccn2)cc1
  3, -4, -20, -3, -3, -9, 3, 2, -5, 0
> COc1cccc(N2CCN(C(=O)c3cc4c(OC)c(OC)c(OC)cc4[nH]3)CC2)c1
  8, -34, 8, 0, -4, 4, -9, -3, -4, -23
> Cc1cccc(C)c1-n1nnnc1C(c1ccnc2ccccc12)N1CCN(c2ccccc2F)CC1 (stereo not drawn)
  -3, 3, -5, -8, 4, -2, -4, 2, -4, 4
> COC(=O)c1ccc(Cl)c(NS(=O)(=O)c2ccc3c(c2)OCCO3)c1
  -12, -25, -8, -6, -6, 0, -4, 1, 12, -18
> O=C(OCC(=O)N1CCN(C(=O)c2ccco2)CC1)c1ccccc1O
  8, 4, -2, -4, -8, 0, -1, -1, -5, 2
> c1ccc(CNC2=NCCCC2)cc1
  -1, 3, 4, 2, 7, -2, 0, -4, 12, -2
> Cc1cc(C(=O)N/N=C/c2ccc3c(c2)OCO3)c(C)n1-c1ccc(F)cc1
  2, -17, -2, 6, 5, 9, 6, 1, -3, -7
> CC(C)C[C@H](NC(=O)NCCC1=CCCCC1)C(=O)O
  6, -3, 7, -4, -3, -3, -4, 4, 14, 3
> CN(C)c1nc(Oc2ccc(=O)n(C)n2)nc(N2CCOCC2)n1
  0, -1, 4, 4, -11, 7, -14, -5, -6, 1
> CCN(CC)S(=O)(=O)c1ccc(Cl)c(C(=O)NCCN2CCOCC2)c1
  -5, -2, 11, 3, -6, 12, -4, -2, 4, 4
> Cn1cccc1Cc1nnc(SCC(=O)NCc2ccco2)n1CCc1ccccc1
  -2, -6, 5, -9, 2, 3, 5, -3, 3, -9
> NC(=O)C1CCN(C(=O)COc2ccc3ccc(=O)oc3c2)CC1
  -229, -12, 4, -4, -9, 0, -6, -51, -5, -8
> COc1ccc(OC)c(Nc2nc3ccccc3n3cnnc23)c1
  -5, -25, 4, -2, 7, -5, -11, -3, 3, -16
> Cc1ccc2oc(-c3ccc(NC(=O)c4cccnc4)cc3)nc2c1
  -5, -15, 5, -4, 6, -23, 0, -6, 5, -13
> Cc1cc(C)nc(-n2nc(C)c(C3(O)C(=O)Nc4ccccc43)c2N)n1 (stereo not drawn)
  -1, -3, -7, -6, 11, -3, 6, -2, 3, -9
> CC(=O)N1CCOc2ccc(S(=O)(=O)N3C(C)CCCC3C)cc21 (stereo not drawn)
  -3, -6, 3, 9, -4, 0, 8, 0, -6, 1
> Cc1nc2ncccn2c1-c1csc(Nc2ccc(O)cc2)n1
  -14, -7, 3, 1, 0, 10, -8, -3, -1, -11
> Cn1c2ccccc2c(=O)c2cc(C#Cc3ccccn3)ccc21
  i, -487, -4, 0, 10, -32, 5, -365, -20, -360
> CCN(CC)CCCNC(=O)CCc1ccccc1
  6, 4, 4, 3, 8, 0, 5, -4, -7, 2
> Cc1ccc(-c2nnc(SCC(=O)Nc3ccc(F)cc3F)n2Cc2ccco2)cc1
  -9, -5, -7, 0, ., 5, -2, -2, ., -1
> COc1cc(/C(C)=N/NC(=O)CSc2nnc(C)s2)ccc1O
  -2, 0, -8, -8, 8, 7, -7, 2, 8, 3
> COc1ccc(NC(=O)CSc2nnc(Cc3cccn3C)n2-c2ccc(OC)cc2)cc1
  -7, 3, -4, -3, -6, 2, -1, -2, 19, 2
> COc1ccc(OC)c(NC(=O)C2C3CCC(C3=C(C)C)C2C(=O)O)c1 (stereo not drawn)
  -6, -8, -8, 4, -7, -1, 2, 8, 5, -2
> COc1ccc(CN2C(=O)c3ccccc3C2c2nnnn2C(C)C)cc1 (stereo not drawn)
  -10, -2, 7, 4, -14, 5, 2, -7, 5, -1
> COc1ccc(C(=O)Nc2ccccc2N2CCOCC2)cc1S(=O)(=O)N1CCOCC1
  -10, -4, -5, 2, 4, 2, -1, -15, -9, 1

Screening data: PubChem BioAssay, The Scripps Research Institute Molecular Screening Center
